Compound activity: PubChem BioAssay, several laboratories
Rin1-Abl PPI inh – human Rin1-Abl interaction inhibition; AID 588664; inhibition, % at 7.35 µM; actives 0.4% (n = 360,000); TR-FRET Rin1/Abl binding, biochemical; P00519+Q13671; in the data active = inhibition above about 5%, passing the limit was not always enough
bovine MsrA act – activates bovine MsrA enzyme; activation, % at 10.6 µM; purified bovine MsrA, absorbance read-out; actives 0.3% (n = 360,000); in the data active = activation above about 7.5%;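 note: 0% = vehicle and 100% = reference activator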
MT1-MMP act inh – inhibitors of human MT1-MMP activation; P50281; HT1080 RFP-PRO-GFP cells, GFP/RFP ratio fluorescence, overnight; percent of plate control window, DMSO zero; GFP/RFP ratio change, % at 20 µM; actives 0.061% (n = 360,000);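 active = GFP/RFP ratio change of at least 30% with cell ATP level not reduced by more than half and red fluorescence within 50% of control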; note: strong numbers were not always called active
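system = RFP-PRO-GFP reporter HT1080 cells | dosing = 20 µM single dose, 1% DMSO | timing = overnight cell settling, then overnight compound exposure, 37 °C, 5% CO2 | read-out basis = GFP/RFP fluorescence ratio | controls = DMSO and RFP-L50D-GFP cell wells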
FAS TE block – FAS thioesterase (human) inhibition. P49327. recombinant FAS-TE, OMFH fluorogenic substrate, fluorescence endpoint. inhibition, % at 15 µM. actives 0.67% (n = 360,000). AID 602261;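 active = compounds whose normalised, plate-corrected inhibition of enzyme fluorescence in the single-dose primary screen is 50% or more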;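 note: 0% = DMSO with enzyme and 100% = substrate without enzyme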
Target sequence (P49327 whole entry, looked up): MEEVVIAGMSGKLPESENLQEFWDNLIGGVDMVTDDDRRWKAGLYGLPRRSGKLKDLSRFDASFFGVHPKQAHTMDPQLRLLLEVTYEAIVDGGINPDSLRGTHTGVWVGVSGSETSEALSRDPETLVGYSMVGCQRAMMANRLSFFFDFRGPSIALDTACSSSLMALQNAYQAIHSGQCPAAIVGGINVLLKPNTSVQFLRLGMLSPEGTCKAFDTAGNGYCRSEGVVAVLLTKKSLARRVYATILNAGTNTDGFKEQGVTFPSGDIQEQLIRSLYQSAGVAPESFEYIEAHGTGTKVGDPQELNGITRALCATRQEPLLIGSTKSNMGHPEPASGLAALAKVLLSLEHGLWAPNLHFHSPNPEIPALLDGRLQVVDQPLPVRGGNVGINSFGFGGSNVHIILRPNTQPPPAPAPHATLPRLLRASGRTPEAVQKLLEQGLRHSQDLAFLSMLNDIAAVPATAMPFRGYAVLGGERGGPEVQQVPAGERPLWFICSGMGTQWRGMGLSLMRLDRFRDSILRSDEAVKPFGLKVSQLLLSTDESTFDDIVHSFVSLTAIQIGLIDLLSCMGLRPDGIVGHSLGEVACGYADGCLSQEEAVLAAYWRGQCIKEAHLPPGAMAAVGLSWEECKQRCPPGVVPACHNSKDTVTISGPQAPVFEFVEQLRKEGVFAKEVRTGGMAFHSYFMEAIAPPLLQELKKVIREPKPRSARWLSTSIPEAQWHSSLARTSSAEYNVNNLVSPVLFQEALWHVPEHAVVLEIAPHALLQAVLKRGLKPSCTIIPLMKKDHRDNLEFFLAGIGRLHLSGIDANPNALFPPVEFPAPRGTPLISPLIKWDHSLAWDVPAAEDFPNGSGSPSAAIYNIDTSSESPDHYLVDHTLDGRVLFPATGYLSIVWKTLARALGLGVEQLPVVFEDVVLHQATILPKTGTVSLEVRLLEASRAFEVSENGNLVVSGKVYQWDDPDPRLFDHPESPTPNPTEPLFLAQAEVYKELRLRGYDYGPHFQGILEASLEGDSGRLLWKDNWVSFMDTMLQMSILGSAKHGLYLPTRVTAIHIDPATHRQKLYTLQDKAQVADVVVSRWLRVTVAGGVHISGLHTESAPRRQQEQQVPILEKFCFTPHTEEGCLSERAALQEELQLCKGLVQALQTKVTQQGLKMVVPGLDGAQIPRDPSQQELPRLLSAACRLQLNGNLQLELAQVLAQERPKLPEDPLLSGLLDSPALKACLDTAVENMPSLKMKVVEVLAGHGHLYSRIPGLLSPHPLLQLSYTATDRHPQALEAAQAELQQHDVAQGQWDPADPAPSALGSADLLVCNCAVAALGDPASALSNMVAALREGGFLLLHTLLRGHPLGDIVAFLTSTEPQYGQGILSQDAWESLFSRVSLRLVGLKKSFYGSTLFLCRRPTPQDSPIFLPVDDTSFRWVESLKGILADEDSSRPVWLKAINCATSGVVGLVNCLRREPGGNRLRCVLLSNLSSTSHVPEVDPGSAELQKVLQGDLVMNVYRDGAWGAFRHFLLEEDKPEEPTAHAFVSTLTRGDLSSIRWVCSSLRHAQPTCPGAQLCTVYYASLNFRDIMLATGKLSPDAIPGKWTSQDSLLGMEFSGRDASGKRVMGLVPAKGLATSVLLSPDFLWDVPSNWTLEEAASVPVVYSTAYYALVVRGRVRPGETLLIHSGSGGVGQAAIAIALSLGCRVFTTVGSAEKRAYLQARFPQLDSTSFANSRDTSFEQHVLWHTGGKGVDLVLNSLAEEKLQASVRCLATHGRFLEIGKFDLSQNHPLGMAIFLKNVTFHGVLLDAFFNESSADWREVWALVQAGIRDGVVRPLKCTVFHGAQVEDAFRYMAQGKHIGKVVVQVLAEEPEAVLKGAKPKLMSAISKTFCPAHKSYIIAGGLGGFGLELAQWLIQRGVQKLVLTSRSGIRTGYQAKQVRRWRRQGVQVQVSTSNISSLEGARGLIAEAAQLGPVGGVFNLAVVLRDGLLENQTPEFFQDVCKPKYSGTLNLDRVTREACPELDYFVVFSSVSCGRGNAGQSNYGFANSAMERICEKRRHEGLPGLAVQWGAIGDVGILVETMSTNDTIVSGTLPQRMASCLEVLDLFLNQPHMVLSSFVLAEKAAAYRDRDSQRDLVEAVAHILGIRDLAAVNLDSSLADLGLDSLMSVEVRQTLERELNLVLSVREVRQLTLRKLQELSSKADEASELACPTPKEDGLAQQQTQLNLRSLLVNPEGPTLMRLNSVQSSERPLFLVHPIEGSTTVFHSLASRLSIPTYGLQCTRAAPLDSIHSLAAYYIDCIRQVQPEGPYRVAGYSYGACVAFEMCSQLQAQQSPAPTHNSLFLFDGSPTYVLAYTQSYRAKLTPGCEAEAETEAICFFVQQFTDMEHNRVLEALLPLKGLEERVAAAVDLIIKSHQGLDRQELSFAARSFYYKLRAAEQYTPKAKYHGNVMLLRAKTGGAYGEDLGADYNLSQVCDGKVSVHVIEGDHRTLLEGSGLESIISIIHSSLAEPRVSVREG
SKN-1 block – blocks SKN-1 activity in C. elegans | inhibition, % at 21.8 µM | C. elegans VP596 Pgst-4::GFP/RFP ratio, acrylamide-induced, 24 h | actives 0.49% (n = 360,000);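 active = interference check ratio from 0.5 to 1.5 plus GFP to RFP signal ratio inhibition reaching or exceeding a fixed threshold, cut at about 30% in these data, passing the limit was not always enough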; note: some compounds called inactive have numbers as strong as hits
eLon inh – E. coli protease La inhibition; inhibition, % at 7.94 µM; actives 0.42% (n = 360,000); P0A9M0; purified E. coli Lon protease, fluorescence polarization; in the data active = inhibition above about 13%, passing the limit was not always enough;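 note: 0% = enzyme with probe and DMSO and 100% = no enzyme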
CendR NRP1 mod – modulators of CendR peptide binding to human neuropilin-1; O14786; FAM-RPARPAR peptide binding to NRP-1, fluorescence polarization; inhibition, % at 25 µM; actives 0.85% (n = 360,000);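 active = inhibition or corrected inhibition above about 18%, plus a signal ratio from 0.5 to 1.5, limit read from the data, passing the limit was not always enough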; note: strong numbers were not always called active
MsrA inhibitor – inhibits bovine methionine sulfoxide reductase A | inhibition, % at 15.5 µM | actives 0.75% (n = 360,000) | purified bovine MsrA, absorbance read-out; in the data active = inhibition above about 4.5%;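 note: 0% = vehicle wells with enzyme and 100% = reference inhibitor wells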
Neddylation inh – cullin neddylation inhibition. P61081+Q13564. TR-FRET cullin neddylation, biochemical. calls only at 25 µM. actives 0.58% (n = 360,000). AID 651699; in the data active = inhibition above about 36%
* hit, by the source's call; i = inactive; . = not tested or not shown; + = active, no number; & = joins results of further samples.

SMILES	Rin1-Abl PPI inh	bovine MsrA act	MT1-MMP act inh	FAS TE block	SKN-1 block	eLon inh	CendR NRP1 mod	MsrA inhibitor	Neddylation inh
COC(=O)c1ccc(OCC2c3cc(OC)c(OC)cc3CCN2C(C)=O)cc1 (configuration not stated)	-1	0	0	-6	10	-1	16	-0.1	i
COc1cc(OC)cc(C(=O)N(CN2CCCC2=O)c2ccccc2OC)c1	-1	-10	0	-10	2	-1	-2	0.7	i
CCOC(=O)N1CCN(C(=O)C[C@@H]2C[C@@]3(C(=O)OC)CCCCC=C3N(CCc3ccc(OC)c(OC)c3)C2=O)CC1	.	.	5	.	3	.	8	1.0	i
N#Cc1c(C(F)(F)F)cc(-c2ccco2)nc1SCc1ccccn1	2	-3	-341	40	1	-90	-24	0.3	i
O=c1c2ccccc2nc(COc2ccccc2)n1/N=C/c1ccc(O)c(O)c1	-3	-3	3	9	-3	-14	-52	2.2	i
Cc1cccc(Cn2c(NC3CCCC3)nc3c2c(=O)[nH]c(=O)n3C)c1	-4	-2	3	-1	29	-14	-12	-2.0	i
CCN1C(=O)C(CC(=O)Nc2ccc(OC)cc2)N(CCc2ccccc2)C1=S (configuration not stated)	4	-5	4	22	-3	0	-6	-1.2	i
CN(CC(O)CN1CCOCC1)S(=O)(=O)O (configuration not stated)	0&-3	0&-3	2&1	-7&-9	-9&5	-1&-11	-11&4	0.6&1.6	i
COc1ccc2nc(C)cc(Nc3ccc(N4CCN(C)CC4)cc3)c2c1	-3	-4	-5	-6	-27	0	-2	3.6	i
CCc1cc(=O)oc2cc(OC(=O)c3ccco3)ccc12	-2	-3	-10	10	13	-8	-4	0.6	.
Cc1ccnc(SCC(=O)c2cccc([N+](=O)[O-])c2)n1	-1	1	2	5	1	-1	-5	-0.5	i
CC(C)(C)OC(=O)COc1cc(F)ccc1[N+](=O)[O-]	4	1	1	-5	2	-2	10	0.4	i
CCc1cc(C(=O)c2ccc(OC)cc2)c(NC(=O)CN2CCCCC2)s1	3	-4	-6	36	6	10	4	0.3	i
CN(C(=O)c1cccc(S(=O)(=O)N2CCOCC2)c1)c1c(N)n(Cc2ccccc2)c(=O)[nH]c1=O	1	-9	2	-3	-15	4	3	0.2	i
COc1cc(/C=N\Nc2cc(=O)n(C)c(=O)n2C)ccc1O	-2	-1	5	-6	3	1	-2	3.0	i
Cc1cc(C(=O)OCC(=O)NC2CCS(=O)(=O)C2)c2ccccc2n1 (configuration not stated)	-3	-3	-2	-2	-3	-3	6	-0.9	i
CCOC(=O)COc1ccc(C(=O)Nc2cccc(Cl)c2C)cc1	5	-1	-1	0	4	0	0	-0.7	i
CN(c1ccc(OCC(=O)Nc2nc3ccccc3s2)cc1)S(=O)(=O)c1ccccc1	0	-1	1	42	3	5	11	2.2	i
O=C(CSc1ccc(-c2cccnc2)nn1)N1CCCCCC1	5	-3	6	-4	-1	-7	-11	-0.1	i
CCOC(=O)CSc1nc2cc3c(cc2cc1CC)OCCO3	-2	0	5	24	7	10	7	0.3	i
COc1ccc(C(=O)NC2CCN(CC(=O)NCc3ccccc3F)CC2)cc1	1	0	1	-6	9	2	4	-0.2	i
CC(=O)Nc1ccc(NC(=O)CSc2nc3ccccc3nc2N2CCCCC2)cc1	4	-3	2	8	-4	-8	9	0.3	i
CCOC(=O)CNc1c(N2CCN(c3ccccn3)CC2)c(=O)c1=O	1	-2	0	-7	-2	-2	9	-0.2	i
Nc1cc(=O)nc(SCC(=O)NC2CCCCC2)n1-c1ccccc1	1	3	0	-2	14	5	-1	-0.3	i
NSc1nc(N)c2nc(-c3ccccc3)c(-c3ccccc3)nc2n1	1	-10	3	16	2	-10	8	4.1	i

Reprinted at random: two entries already listed
SMILES	Rin1-Abl PPI inh	bovine MsrA act	MT1-MMP act inh	FAS TE block	SKN-1 block	eLon inh	CendR NRP1 mod	MsrA inhibitor	Neddylation inh
CN(c1ccc(OCC(=O)Nc2nc3ccccc3s2)cc1)S(=O)(=O)c1ccccc1	0	-1	1	42	3	5	11	2.2	i
CCOC(=O)CSc1nc2cc3c(cc2cc1CC)OCCO3	-2	0	5	24	7	10	7	0.3	i

Part of the list above, with bars between the fields.
Molecule | Rin1-Abl PPI inh | bovine MsrA act | MT1-MMP act inh | FAS TE block | SKN-1 block | eLon inh | CendR NRP1 mod | MsrA inhibitor | Neddylation inh
COc1ccc(C(=O)NC2CCN(CC(=O)NCc3ccccc3F)CC2)cc1 | 1 | 0 | 1 | -6 | 9 | 2 | 4 | -0.2 | i
CC(=O)Nc1ccc(NC(=O)CSc2nc3ccccc3nc2N2CCCCC2)cc1 | 4 | -3 | 2 | 8 | -4 | -8 | 9 | 0.3 | i
CCOC(=O)CNc1c(N2CCN(c3ccccn3)CC2)c(=O)c1=O | 1 | -2 | 0 | -7 | -2 | -2 | 9 | -0.2 | i
Nc1cc(=O)nc(SCC(=O)NC2CCCCC2)n1-c1ccccc1 | 1 | 3 | 0 | -2 | 14 | 5 | -1 | -0.3 | i

Further entries.
SMILES	Rin1-Abl PPI inh	bovine MsrA act	MT1-MMP act inh	FAS TE block	SKN-1 block	eLon inh	CendR NRP1 mod	MsrA inhibitor	Neddylation inh
O=C(NCCCCCNC(=O)c1ccccn1)c1ccccn1	1	-2	-3	-2	12	9	6	0.5	i
Cc1ccc(CNC(=O)c2ccc(C)s2)cc1	-2	-1	1	1	2	5	-11	-1.5	i
CC12CCC(C(=O)Nc3ccccc3Br)(C/C1=N\O)C2(C)C (configuration not stated)	-5	-4	4	-8	11	7	-15	0.1	i
COC(=O)[C@H]1C[C@H](OC(=O)NCc2ccccc2)[C@@]2(O)CN(S(=O)(=O)c3ccc(C)cc3)CC2[C@H]1C(=O)OC (some centres not stated)	-3	-2	-2	-9	-4	1	-6	-1.0	i
COCCCN(C(=S)Nc1ccc(C)cc1Cl)C(C)c1ccncc1 (configuration not stated)	-7	-2	-2	-15	-3	4	-4	-0.9	i
CCn1cnc2sc(C(=O)N(Cc3ccc(N(C)C)cc3)Cc3ccco3)c(C)c2c1=O	1	1	2	17	9	5	3	-0.5	i
CC1CC(C)CN(C(=O)C2CC(=O)N(c3ccc4c(c3)OCCO4)C2)C1 (configuration not stated)	-1	-1	-1	-7	-22	-14	8	-0.4	i
Cc1nn(C)cc1/C=C(/C#N)C(N)=O	1	-2	0	-5	10	-12	-2	2.5	i
CSCCC(NC(=O)COc1ccccc1)C(=O)N1CC(C)CC(C)C1 (configuration not stated)	1	-3	0	40	-2	-10	12	-0.4	i
Cc1ccc(CN(C)C(=O)CCNS(=O)(=O)c2ccccc2)o1	0	-3	-1	-7	-4	-14	2	1.4	i
COc1ccc2c(c1)CC[C@@H]1[C@@H]2CC[C@]2(C)[C@@H](C(C)=O)C[C@@H]12	3	-4	2	27	-7	-12	20	0.5	i
CC(Oc1ccc(F)cc1)C(=O)N1CCN(c2ncccn2)CC1 (configuration not stated)	0	5	-3	-7	-6	8	4	-0.5	i
CCN(CC)CCCNC(=O)c1cc(-c2cccc(Cl)c2)on1	0	-2	10	-6	22	2	0	-0.6	i
CC1CCN(C(=O)COC(=O)c2cccc(S(=O)(=O)N3CCOCC3)c2)CC1	-2	1	3	-4	24	-4	0	0.5	i
CCSCCNC(=O)c1cncc(Br)c1	-2	-4	-2	-4	-12	1	0	0.5	i
COc1ccc(-n2nc3c(c2NC(=O)c2ccc(Br)cc2)CS(=O)C3)cc1 (configuration not stated)	0	-2	1	-8	-6	-5	2	-0.3	i
N#Cc1ccc(CSc2nnc(NC(=O)CCc3nc4ccccc4c(=O)[nH]3)s2)cc1	-1	-3	-2	-6	22	-10	-38	-0.1	i
Fc1cccc(CN2CCN(Cc3nc(-c4cnccn4)no3)CC2)c1	-3	-1	-1	-7	-1	-1	-4	-0.4	i
O=C(COC(=O)Cn1cnc2ccccc2c1=O)Nc1ccc(Cl)cc1	3	-4	6	-8	2	-3	-7	-0.7	i
Cc1ccc(C2CC(c3ccccc3)=NN2C(=S)Nc2ccccc2)o1 (configuration not stated)	2	-3	-5	26	16	-3	-37	1.7	i
O=C(NCc1ccco1)c1ccc(Br)s1	-4	5	1	-3	-10	4	-15	0.3	i
O=C(Nc1ccccc1)c1cc(C2CCCN(C(=O)c3ccc4c(c3)CCO4)C2)on1 (configuration not stated)	-1	-2	-2	3	19	-2	-4	0.2	i
CCOC(=O)[C@@H]1[C@H]2COc3ccccc3[C@H]2N2C(=O)N(c3ccc(C)cc3)C(=O)[C@]12C	2	-7	-1	4	6	3	3	-0.2	i
O=C(CCc1nnc(CCCCc2ccccc2)o1)N1CCCCC1CCO (configuration not stated)	0	-1	0	0	-8	4	-1	-0.1	i
O=C(OC1CCOC1=O)C1CCN(S(=O)(=O)c2c(Cl)cccc2Cl)CC1 (configuration not stated)	2	-1	-14	1	-3	6	20*	1.6	i

Remaining list, next part
SMILES	Rin1-Abl PPI inh	bovine MsrA act	MT1-MMP act inh	FAS TE block	SKN-1 block	eLon inh	CendR NRP1 mod	MsrA inhibitor	Neddylation inh
O=C1C(Cl)=C(Nc2ccccc2O)C(=O)N1CCc1ccccc1	-5	-2	-31	-16	-2	-6	-78	0.2	i
Cc1ccc(/C=C/C(=O)Nc2nccs2)o1	1	-5	-7	-6	9	0	-2	5.5*	i
CCOc1ccc(NC(=O)COc2ccc(N3CC(C(N)=O)CC3=O)cc2)cc1 (configuration not stated)	1	-2	0	-1	16	6	9	0.7	i
O=C(N/N=C/c1cccc([N+](=O)[O-])c1)c1cc2c(ccc3ccccc32)o1	3	0	5	-4	9	-6	12	-0.9	i
CCOC(=O)c1c(CN(CC)CC)oc2ccc(OC)cc12	2	-8	-5	-15	-16	4	-2	0.0	+
COCc1c(C(=O)N/N=C/c2ccc(C)o2)nnn1-c1nonc1N	-2	-1	3	-4	15	0	3	6.6*	i
COc1ccccc1CCC(=O)Nc1cccc(S(=O)(=O)N2CCCCCC2)c1	-2	-5	4	21	-6	-19	-2	0.2	i
CCC(=O)Nc1cc(-c2nc3ncccc3o2)ccc1Cl	0	1	-2	0	8	-1	-2	1.3	i
CC(C)(Oc1ccc(Cl)cc1)C(=O)NCc1ccncc1	1	-1	-3	-5	10	4	2	-1.0	i
COc1ccc(N(CC(=O)NC2CCCCC2)C(=O)c2ccc(C)s2)cc1OC	5	-12	0	5	6	8	-2	-0.3	i
CC(C)NC(=O)Nc1ccc2c(c1)CC(=O)N([C@@H](C)CO)C[C@H](C)[C@@H](CN(C)C(=O)NC1CCCCC1)O2	0	-2	5	-9	15	-8	-9	1.4	i
CCCCNC(=O)CSc1nc2cc3c(cc2c(=O)n1CCC(=O)NCCc1ccc(OC)c(OC)c1)OCO3	2	0	0	-13	19	-1	-4	0.3	i
O=C(CCN1C(=O)c2ccccc2C1=O)C1=NN[C@@H]2C(=O)N(c3ccc4c(c3)OCCO4)C(=O)[C@H]12	-3	-2	-2	0	9	-3	9	0.9	i
